Bioassay records (PubChem BioAssay)
MrgX1 PAM = human MrgX1 positive allosteric modulation, primary screen; Q96LB2; B-score at 10 µM; AID 588675; MrgX1-HEK293, Fluo-4 calcium flux, FDSS; active compounds read high; 0.63% of 310,000 active;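 active = plate-corrected calcium response at least 3 library SD above typical, normal starting fluorescence, not activating the receptor alone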;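 note: compound read alongside a low EC10 to EC30 dose of BAM8-22 agonist; peak minus trough fluorescence over baseline measured at the second addition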
Target sequence (Q96LB2 whole entry, looked up): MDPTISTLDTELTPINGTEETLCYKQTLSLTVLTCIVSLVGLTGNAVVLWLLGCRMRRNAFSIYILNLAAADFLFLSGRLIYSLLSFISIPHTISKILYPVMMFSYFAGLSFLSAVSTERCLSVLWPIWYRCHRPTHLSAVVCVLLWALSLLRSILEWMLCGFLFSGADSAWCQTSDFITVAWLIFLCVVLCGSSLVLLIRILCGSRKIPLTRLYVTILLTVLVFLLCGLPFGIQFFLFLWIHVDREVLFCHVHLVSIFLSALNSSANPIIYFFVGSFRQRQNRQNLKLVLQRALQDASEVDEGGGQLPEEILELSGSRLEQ
RGS4 act = RGS4 potentiation or activation. HEK293 M3R/inducible RGS4, carbachol calcium flux Fluo4; active compounds read low. B-score at 10 µM. 0.92% of 310,000 active;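 active = B-score of the integrated calcium signal more than 4 SD below the library mean, with starting fluorescence not abnormally high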;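 note: negative B-score means reduced calcium response which marks RGS4 activation or potentiation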
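Test system: HEK293 cells with stable M3R and inducible RGS4; also added: carbachol at ECmax as muscarinic agonist stimulus; schedule: dye loading 30 min 37 °C, buffer rest 30 min RT; technique: kinetic calcium fluorescence imaging with Fluo4-AM dye, 2 µM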
TMEM16A act = mouse TMEM16A channel activation, primary screen; 0.3% of 340,000 active; B-score at 10 µM; HEK293 TMEM16A/YFP-H148Q/I152L, iodide quench fluorescence; active compounds read low; Q8BHY3;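 active = fluorescence-ratio B-score plate-corrected deviation score at least 3 library SD below zero, with starting fluorescence score within 5 deviations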;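 note: channel opened by trigger with iodide after compound preincubation; score built on the fluorescence ratio of max minus min over baseline; more negative score means more quench and so TMEM16A activation or potentiation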
TRPC6 inhibitor = inhibitors of mouse TRPC6 channel; Q61143; B-score at 10 µM; 1.1% of 310,000 active; HEK293-TRPC6, membrane potential dye, ACh-evoked depolarization; active compounds read low; AID 2553;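 active = B-score under library mean minus 3 SD, initial fluorescence not abnormally high, positive integrated signal ratio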;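 note: B-score derived from integrated fluorescence ratio over the kinetic read; more negative B-score means stronger inhibition of depolarization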
SKKanGAS inh = inhibitors of SKKanGAS S. pyogenes growth in kanamycin (SK-promoter or general growth effect). BacTiter-Glo, 6 h. inhibition, % at 7.5 µM. 1.3% of 300,000 active;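 active = mean replicate score, as percent of positive control median, at least 50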;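 note: strain carries kanamycin resistance gene driven by streptokinase promoter and grows in 40 µg/ml kanamycin; loss of luminescence reflects streptokinase promoter inhibition or plain growth inhibition; 0% = median of DMSO wells and 100% = positive control at its reference dose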
MrgX1 agonist = agonists of human MrgX1 receptor; Q96LB2; MrgX1-HEK293 cells, Fluo-4 calcium fluorescence, agonist mode; active compounds read high; B-score at 10 µM; 0.44% of 310,000 active;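 active = calcium response B-score plate-corrected fluorescence ratio at least 3 library SD, with starting fluorescence B-score inside 5 SD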
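Test system: Stable human MrgX1 HEK293 cell line | Schedule: Overnight plating before 1 h dye loading | Read-out basis: Baseline-normalised fluorescence change ratio, B-scored | Detection: Kinetic calcium dye fluorescence, Fluo-4 NW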
HDAC3 inh = inhibitors of human histone deacetylase 3 | O15379 | recombinant HDAC3, fluorogenic peptide/trypsin coupled, fluorescence | inhibition, % at 8.3 µM | 0.15% of 320,000 active; in the data active = inhibition above about 26%, passing the limit was not always enough
Target sequence (O15379 whole entry, looked up): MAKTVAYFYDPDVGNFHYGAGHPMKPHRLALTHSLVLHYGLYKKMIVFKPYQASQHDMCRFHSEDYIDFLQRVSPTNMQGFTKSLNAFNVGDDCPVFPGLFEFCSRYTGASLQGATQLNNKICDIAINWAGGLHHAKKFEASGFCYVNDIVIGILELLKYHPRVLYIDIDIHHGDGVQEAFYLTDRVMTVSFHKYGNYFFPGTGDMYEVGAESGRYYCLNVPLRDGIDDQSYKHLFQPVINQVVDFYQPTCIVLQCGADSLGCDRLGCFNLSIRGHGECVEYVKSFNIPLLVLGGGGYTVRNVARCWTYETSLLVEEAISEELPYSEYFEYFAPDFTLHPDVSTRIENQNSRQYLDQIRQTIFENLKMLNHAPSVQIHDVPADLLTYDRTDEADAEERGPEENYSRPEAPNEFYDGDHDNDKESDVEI
TRPC6 act = mouse TRPC6 channel activation | Q61143 | HEK293-TRPC6 membrane potential dye fluorescence; active compounds read high | B-score at 10 µM | 0.13% of 310,000 active | AID 2550;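 active = B-score of the integrated fluorescence ratio above library mean plus 3 SD, and starting fluorescence ratio within library mean plus 5 SD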;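 note: higher score means more depolarization so channel activation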
MrgX1 antag = antagonists of human MrgX1 receptor; Q96LB2; MRGX1-HEK293 calcium flux, Fluo-4, BAM8-22 antagonism; active compounds read low; B-score at 10 µM; 1.3% of 310,000 active; AID 588676;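 active = calcium-response B-score plate-corrected more than 3 library SD below zero, starting fluorescence within 5 deviations, no agonist response on first addition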;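 note: peak minus trough fluorescence over baseline after final BAM8-22 challenge near maximal dose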
RGS4 inh = human RGS4 inhibition; AID 463165; B-score at 10 µM; 0.45% of 310,000 active; HEK293 M3R/RGS4 inducible, Fluo-4 calcium flux; active compounds read high; triggered by carbachol at its EC20;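 active = B-score, a plate-corrected calcium signal, over three deviations above library mean, with baseline fluorescence within five deviations of library mean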;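 note: RGS4 expression induced by doxycycline in cells with stable M3 receptor; B-score is computed from the integrated fluorescence ratio over baseline after carbachol; higher B-score means a larger calcium signal and so more RGS4 inhibition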
Target sequence (P49798 whole entry, looked up): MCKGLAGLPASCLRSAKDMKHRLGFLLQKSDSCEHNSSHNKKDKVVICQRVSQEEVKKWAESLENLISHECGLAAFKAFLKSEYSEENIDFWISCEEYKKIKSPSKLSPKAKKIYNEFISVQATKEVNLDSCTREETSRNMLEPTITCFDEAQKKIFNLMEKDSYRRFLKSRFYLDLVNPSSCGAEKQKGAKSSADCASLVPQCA
ANO1 block = blocks the mouse calcium-activated chloride channel TMEM16A; Q8BHY3; HEK293 TMEM16A/YFP iodide influx fluorescence, ionomycin; 1.2% of 310,000 active; normalized B-score (activity score, 25-100; higher = stronger inhibition) at 10 µM;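 active = ratio plate-corrected score three or more library SD toward inhibition, starting fluorescence score within five deviations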;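 note: score derived from kinetic fluorescence span divided by baseline fluorescence per well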
An asterisk follows results filed as active; i = inactive; . = not tested or not shown.

SMILES	MrgX1 PAM	RGS4 act	TMEM16A act	TRPC6 inhibitor	SKKanGAS inh	MrgX1 agonist	HDAC3 inh	TRPC6 act	MrgX1 antag	RGS4 inh	ANO1 block
O=C(NCCN1CCOCC1)C1CC(=O)N(c2ccc(Cl)cc2)C1 (stereo not drawn)	i	i	i	i	-19	i	3	i	i	i	i
CCN(CC)S(=O)(=O)c1cc(C)c(C)cc1Br	i	i	i	i	3	i	0	i	i	i	i
Cc1[nH]c2ccccc2c1/C=N/Nc1cccc(C(=O)O)c1	i	i	i	i	13	i	1	i	i	i	i
CC1CCN(c2ccc3nnc(CCC(=O)Nc4ccc(F)cc4)n3n2)CC1	i	i	i	i	1	i	1	i	i	i	i
COc1ccc(-c2ccc(=O)n(Cc3c(F)cccc3Cl)n2)cc1	i	i	i	i	-8	i	-9	i	i	i	i
O=C(CN1C(=O)/C(=C/c2cccc(Br)c2)SC1=S)NCCCN1CCOCC1	i	i	i	i	1	i	13	i	i	i	i
C=CCn1c(SCc2cc(=O)n3ccsc3n2)nc2scc(C3CC3)c2c1=O	i	i	i	i	9	i	-11	i	i	i	i
Cc1ccc(CC2CC(=O)N(c3ccncc3)C2=O)cc1 (stereo not drawn)	i	i	i	i	10	i	-7	i	i	i	i
Cc1ccc(-c2noc(C3CCCN(C(=O)c4ccc(Cl)cc4)C3)n2)o1 (stereo not drawn)	i	i	i	i	-4	i	-6	i	i	i	i
Cc1cc(S(=O)(=O)NCC(C)C)ccc1OCC(=O)NCc1ccco1	i	i	i	i	2	i	-5	i	i	i	i
COc1ccc(NS(=O)(=O)c2ccc3nc(COc4ccc(Cl)c(C)c4)[nH]c3c2)cc1	i	i	i	i	41	i	-2	i	i	i	i
CCN(CC)c1ncnc2c1[nH]c1ccccc12	i	i	i	i	0	28*	0	i	i	i	i
O=C(c1sc2ccccc2c1Cl)N1CCN(c2ccccc2F)CC1	i	i	i	i	0	i	7	i	i	i	i
Cc1ccnc(Nc2nc3ccccc3s2)n1	i	i	i	i	6	i	-1	i	i	i	i
O=C(OCc1c(Cl)nc2sccn12)c1cc2c(s1)CCCC2	i	i	i	i	1	i	-9	i	i	i	i
Cc1[nH]nc(-c2ccc(O)cc2O)c1-c1nc2ccccc2s1	i	i	i	i	2	i	-1	i	i	7.6*	i
C/C(CCc1ccco1)=N\NC(=O)CNc1c(Br)cc(Br)cc1Br	i	i	i	i	8	i	3	i	i	i	i
CCC(C)Sc1nc(C)nc2c1c(=O)n(C)c(=O)n2C (stereo not drawn)	17*	i	i	i	-2	i	-3	i	i	i	i
Cc1onc(-c2c(Cl)cccc2Cl)c1C(=O)N1C=CC(C(F)(F)F)=NCC1	i	i	i	i	0	i	7	i	-9.2*	i	i
CSc1nsc2nc(=O)c(/C=C3\C=Nc4ccccc43)c(N)n12	57*	i	i	i	50*	i	-2	i	i	i	i

Full records from above.
`Cc1cc(S(=O)(=O)NCC(C)C)ccc1OCC(=O)NCc1ccco1` in the list: MrgX1 PAM: i; RGS4 act: i; TMEM16A act: i; TRPC6 inhibitor: i; SKKanGAS inh: 2; MrgX1 agonist: i; HDAC3 inh: -5; TRPC6 act: i; MrgX1 antag: i; RGS4 inh: i; ANO1 block: i
`CCC(C)Sc1nc(C)nc2c1c(=O)n(C)c(=O)n2C` (stereo not drawn) in the list: MrgX1 PAM: 17*; RGS4 act: i; TMEM16A act: i; TRPC6 inhibitor: i; SKKanGAS inh: -2; MrgX1 agonist: i; HDAC3 inh: -3; TRPC6 act: i; MrgX1 antag: i; RGS4 inh: i; ANO1 block: i

Other results follow.
SMILES	MrgX1 PAM	RGS4 act	TMEM16A act	TRPC6 inhibitor	SKKanGAS inh	MrgX1 agonist	HDAC3 inh	TRPC6 act	MrgX1 antag	RGS4 inh	ANO1 block
COc1ccc(-n2c(SCC(=O)N3CCOCC3)nc(O)cc2=O)cc1	i	i	i	i	11	i	-6	i	i	i	i
Cc1cc(N2CCN(c3ccccc3)CC2)n2c(n1)nc1ccccc12	i	i	i	i	-5	i	5	i	i	i	i
COc1ccc(-c2nnc(SCC(=O)Nc3sc4c(c3C#N)CCCC4)n2-c2ccccc2)cc1	i	i	i	i	16	i	-2	i	i	i	i
CCOC(=O)N1CCN(C(=O)c2ccc3nc4ccc(Cl)cc4c(=O)n3c2)CC1	i	i	i	i	1	i	-14	i	i	i	i
COc1ccc(NC(=O)c2ccc(CNc3c(N4CCCC4)c(=O)c3=O)cc2)cc1Cl	i	i	i	i	4	i	4	i	i	i	i
Cc1ccc(-c2cc(NC(=O)c3ccccc3)on2)cc1	i	i	i	i	-5	i	-3	i	i	i	i
COc1cc(C2C(C#N)=C(N)Oc3n[nH]c(C)c32)ccc1OC(=O)c1ccccc1 (stereo not drawn)	i	i	i	i	4	i	6	i	i	i	i
N#Cc1cccc(NC(=O)CSc2n[nH]c(=O)[nH]c2=O)c1	i	i	i	i	-8	i	6	i	i	i	i
Cc1sc2ccccc2[n+]1CC(=O)O	i	i	i	i	-1	i	-2	i	i	i	i
COc1ccc(C)cc1NC(=O)CSc1nnnn1Cc1ccccc1	i	i	.	i	-7	i	-2	i	i	i	i
COc1ccc(C(=O)C2CCCN(C(=O)c3cc(C)on3)C2)cc1F (stereo not drawn)	i	i	i	i	2	i	-2	i	i	i	i
O=C(Cn1nnc2c(cnn2-c2ccc(F)cc2)c1=O)c1ccccc1F	i	.	i	.	.	i	-3	.	i	.	i
COCCNC(=O)C(C)Oc1ccc(Cl)cc1Cl (stereo not drawn)	i	i	i	i	0	i	2	i	i	i	i
O=C(c1ccccc1)N1CCN(C2CCCCCC2)CC1	i	i	i	i	-4	i	-1	i	i	i	i
COc1ccc(C/C(C)=N/NC(=O)c2cccnc2)cc1	i	i	i	i	-1	i	3	i	i	i	i
CC1(c2ccc(Cl)cc2)NC(=O)N(CN2CCOCC2)C1=O (stereo not drawn)	i	i	i	i	-1	i	4	i	i	i	i
Cc1ccc(Cn2c(SC3CCOC3=O)nc3ccccc3c2=O)cc1 (stereo not drawn)	i	i	i	i	3	i	1	i	i	i	i
Fc1ccccc1COc1ccc(C(=S)N2CCCC2)cc1	i	i	i	i	14	i	-2	i	i	i	i
CCCC(=O)n1nc(-c2cccnc2)nc1NCc1ccccc1	.	i	i	i	-4	.	.	i	.	i	.
CC(C(=O)NCc1ccccn1)c1ccc([N+](=O)[O-])cc1 (stereo not drawn)	i	i	i	i	5	i	1	i	i	i	i
Cc1ccccc1CSc1nc2n(n1)C(c1cccs1)C1=C(CCCC1=O)N2 (stereo not drawn)	i	i	i	i	17	i	-3	i	i	i	i
COc1ccc(C2=NOC(C(=O)NC(C)C)C2)cc1 (stereo not drawn)	i	i	i	i	1	i	0	i	i	i	i
COC(=O)c1ccccc1C(=O)N(Cc1cccnc1)CC1CCCN(C2CCCCC2)C1 (stereo not drawn)	i	i	i	i	3	i	5	i	i	i	i
O=C(COC(=O)/C=C/c1ccc2c(c1)OCO2)Nc1ccc(S(=O)(=O)N2CCCC2)cc1	i	i	i	i	14	i	6	i	i	i	i
CCOc1ccccc1NC(=O)C1C2C=CC(C2)C1C(=O)O (stereo not drawn)	i	i	i	i	0	i	-1	i	i	i	i
CCCOc1ccc(NC(=O)C2CC(=O)N(C(C)C)C2)cc1 (stereo not drawn)	i	i	i	i	-4	i	-10	i	i	i	i
CC1(C)Cc2nc(-c3ccccc3)nc(SCC(O)CO)c2CO1 (stereo not drawn)	i	i	i	i	4	i	0	i	i	i	i
O=C(Nc1ccc(C(=O)NC2CCCCC2)cc1)c1cccnc1	10*	i	i	i	-2	i	-3	i	i	i	i
Cc1ccc(NC(=O)NC2CCCCCCC2)cc1	i	i	i	i	.	i	1	i	i	i	i
CN(C(=O)c1ccccc1C(=O)c1ccccc1)C1CCS(=O)(=O)C1 (stereo not drawn)	i	i	i	i	0	i	0	i	i	i	i
CC(=O)c1cc(C#N)c(N2CCCCC2)nc1C	i	i	i	i	4	i	-5	i	i	i	i
O=C(CN1CCCCC1)Nc1cc(Cl)ccc1Cl	i	i	i	i	3	i	-2	i	i	i	i
CC1CN(C(=O)CCC(=O)NCCCc2ccccc2)c2ccccc2O1 (stereo not drawn)	i	i	i	i	-9	i	2	i	i	i	i
COc1ccc(OC)c(NC(=O)CCn2cccc2)c1	i	i	i	i	0	i	-16	i	i	i	i
CN(Cc1ccccc1)C(=S)Nc1ccc(OC(F)F)cc1	i	i	i	i	-4	i	9	i	i	i	i
COC(=O)Cn1cnc2c(cnn2-c2ccc(C)cc2)c1=O	i	i	i	i	0	i	-1	i	i	i	i
CSc1nnc2n(C)c3c(c(=O)n12)C1(CCCC1)Cc1ccccc1-3	i	i	i	i	21	i	2	i	i	i	i
CCCCCCC(=O)Nc1nc(C)c(-c2csc(Nc3cc(Cl)ccc3OC)n2)s1	i	i	i	i	12	i	-10	i	i	i	i

3 compounds from above, limited to SKKanGAS inh and TRPC6 inhibitor.
mol,SKKanGAS inh,TRPC6 inhibitor
CCOc1ccccc1NC(=O)C1C2C=CC(C2)C1C(=O)O (stereo not drawn),0,i
CN(Cc1ccccc1)C(=S)Nc1ccc(OC(F)F)cc1,-4,i
Cc1ccc(NC(=O)NC2CCCCCCC2)cc1,.,i
